Screening data deposited in PubChem by several laboratories.
Y pestis TopoI = Yersinia pestis topoisomerase I inhibitors, primary screen, biochemical, cleavage product accumulation, plate reader, single point; 0.064% of 360,000 active; Y. pestis Topo-I cleavage product accumulation; activity, % at 10 µM; DNA topoisomerase I (Yersinia pestis CO92); in the data active = activity above about 50%, passing the limit was not always enough; inconclusive = no clear call, values can overlap the other calls; also: inactives centre near 2
SARS 3CLpro inh = SARS-CoV 3CLpro protease inhibitors, primary screen, biochemical, quenched FRET. recombinant SARS-CoV 3CLpro, quenched FRET peptide cleavage. AID 1706, 2009. 0.14% of 290,000 active. Replicase polyprotein 1ab (Severe acute respiratory syndrome coronavirus), P0C6X7. inhibition, % at 6 µM; in the data active = inhibition above about 12%
BoNT A protease = BoNT/A light chain protease inhibitors, primary screen, biochemical, flow cytometry, MLPCN library. Botulinum neurotoxin type A light chain protease (Clostridium botulinum A str. ATCC 3502). multiplex microsphere protease substrate cleavage. inhibition, % at 10 µM. 0.17% of 360,000 active. AID 588499, 2011; also: plate controls were buffer without enzyme for full effect and enzyme alone for no effect
PfHsp40 yeast = rescue of yeast from PfHsp40 toxicity, primary screen, S. cerevisiae, ATP luminescence. S. cerevisiae expressing PfHsp40, growth rescue. 0.68% of 340,000 active. growth rescue, % at 12.5 µM; in the data active = growth rescue above about 28%, passing the limit was not always enough; inconclusive = no clear call, values can overlap the other calls;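 also: yeast W303a lacking pdr1 and pdr3 grown in galactose medium; growth measured after three days at 30 °C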
SSB-PriA inh = inhibitors of Klebsiella pneumoniae PriA binding to SSB C-terminal tail, primary screen, biochemical, AlphaScreen; 0.6% of 430,000 active; PriA–SSB C-terminal tail interaction (Klebsiella pneumoniae); inhibition, % at 33 µM; AlphaScreen SSBct-PriA binding, biotinylated peptide; in the data active = inhibition mostly above about 37%, no sharp cut-off; inactive = mostly below about 20%;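 also: plate controls were negative control peptide for no effect and reference peptide for full effect; strong numbers were not always called active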
TcdB inh = TcdB glycohydrolase inhibitors, primary screen, biochemical, single point, plate reader; Toxin B (Clostridioides difficile), P18177; TcdB glycohydrolase enzymatic assay; inhibition, % at 9.99 µM; 0.24% of 350,000 active; in the data active = inhibition above about 10%
Vc quorum ag = inducers of Vibrio cholerae quorum light production without autoinducers, primary screen, BH1578 luxS cqsA deficient, single point; V. cholerae BH1578 lux reporter, luminescence, 6 h; activation, % at 18.7 µM; 0.16% of 350,000 active; in the data active = activation mostly above about 9.7%, no sharp cut-off; inconclusive = no clear call, values can overlap the other calls; inactive = mostly below about 3.7%; also: not every result past the cut was called active; inactives centre near 0; reference of the scale not given here
Anthrax LF prot = Bacillus anthracis LF protease inhibitors, primary screen, biochemical, multiplex microsphere, MLPCN library. 0.12% of 360,000 active. multiplex microsphere protease cleavage assay. inhibition, % at 10 µM; also: plate controls were buffer without enzyme for full effect and enzyme alone for no effect
PrPC surface inh = inhibitors of human cell surface prion protein PrPC, primary screen, cell-based, TR-FRET | inhibition, % at 13.8 µM | TR-FRET read-out | 0.43% of 370,000 active | AID 720596, 2013 | Major prion protein (Homo sapiens), P04156; in the data active = inhibition above about 24%; also: 0% = median of the test wells and 100% = reference compound wells
Numbers without * were called inactive; i = inactive; ? = inconclusive; / = no result given; & = joins results of further samples. Rule as the data show it, unless noted: active = inhibition above about 30%; inconclusive = no clear call, values can overlap the other calls; inactive = below that.

SMILES	Y pestis TopoI	SARS 3CLpro inh	BoNT A protease	PfHsp40 yeast	SSB-PriA inh	TcdB inh	Vc quorum ag	Anthrax LF prot	PrPC surface inh
CCOc1ccccc1N1CC(C(=O)N(CC)C2CCS(=O)(=O)C2)CC1=O (stereo not given)	2	/	2.7	-1.1	6	2.4	i	-2	4
COc1ccc(-c2nn3c(COc4ccccc4)nnc3s2)cc1OC	15	4	-1.6	1.1	0	/	i	-4	5
Cc1ccc(Cn2c(SCC(=O)NCC3CCCO3)nc3c(sc4ccccc43)c2=O)cc1 (stereo not given)	-2	-5	0.2	-1.1	-23	/	-0.3	-6	6
Cc1cn([C@H]2C[C@H](O)[C@@H](CCC(=O)NCC(c3ccccc3)c3ccccc3)O2)c(=O)[nH]c1=O	/	/	-0.5	/	/	0.4	/	-6	-10
Cc1ccc(S(=O)(=O)NC(C)C(c2cccs2)N2CCN(C)CC2)cc1 (stereo not given)	-5	-1	-0.7	1.0	-9	/	1.9	-10	0
Cc1cc(C)nc(NC(=O)c2c(-c3c(Cl)cccc3Cl)noc2C)n1	2	1	-0.1	-0.4	-1	/	i	-9	-1
Cc1ccc(C(C)C)c(OCC(=O)OCC(=O)NC2CCS(=O)(=O)C2)c1 (stereo not given)	2	/	4.4	-1.3	-7	3.6	i	1	-8
CC(=O)Nc1ccccc1C(=O)OCC(=O)Nc1ncccn1	3	-1	0.2	-0.2	-16	-0.6	0.1	2	1
C=CCOc1ccc(/C(CC)=N/O)c(OC)c1	-2	3	?	0.3	/	/	i	-2	-5
CCc1cccc(CC)c1N(COC)C(=O)Cn1nnc2ccccc21	9	12*	-0.4	1.3	-8	/	i	2	4
COc1cc(OC)cc(-n2nnnc2SCC(=O)Nc2ccc(C(C)=O)cc2)c1	-3	2	0.1	-2.3	-10	/	i	-1	-2
Cc1cc(Nc2ccc(O)cc2)n2c(nc3ccccc32)c1C#N	8	0	-0.2	-1.0	-1	2.1	3.1	-2	1
O=C(COC(=O)CNC(=O)c1cccc(OC(F)F)c1)NNC(=O)c1ccccc1	-2	/	0.7	-1.0	1	1.1	i	0	3
CC(C)(C)OC(=O)[C@H]1[C@H](c2ccc([N+](=O)[O-])cc2)C2(C(=O)c3ccccc3C2=O)C2c3ccccc3C=NN21 (stereo not given in full)	3	-1	3.5	-1.4	20	0.4	-4.2	3	-12
Cn1nc(SCc2ccccc2)c(=O)[nH]c1=O	2	/	0.4	/	/	0.2	-1.1	1	6
O=C1CC(NS(=O)(=O)c2cccs2)CN1c1ccc(F)cc1 (stereo not given)	3	/	-3.0	-0.6	-15	-0.1	i	-4	7
OCCn1c(SCCOc2ccccc2F)nc2ccccc21	-1	4	-0.5	0.3	-27	/	-0.2	2	-1
Cc1cc(NC(=O)CCN2CCCCC2)ccc1Br	-4	-1	-3.5	0.2	10	0.8	-1.8	-3	6
CC(CNC(=O)CCC(=O)N1CCOc2ccc(Cl)cc21)c1ccccc1 (stereo not given)	23	1	-0.4	0.0	-7	1.6	-0.4	-3	-5
Cc1[nH]c2ccccc2c1C(=O)C(C)OC(=O)c1ccc([N+](=O)[O-])o1 (stereo not given)	-12	1	-0.1	-0.1	-1	2.0	-0.3	1	-17
COc1ccc(NC(=O)CSc2nc3sc(C)cc3c(=O)n2C)cc1	1	1	-0.2	-0.1	-1	0.3	-0.2	5	4
C/C(=N\O)C1(C)N(O)C(C)(C)C(c2ccc(Br)cc2)=[N+]1[O-] (stereo not given)	1	-1	-5.0	0.5	/	/	i	-1	-3
O=S(=O)(c1cccc(F)c1)N1CCN(Cc2ccc3c(c2)OCO3)CC1	5	3	0.8	0.5	-19&-14&-23	/	6.2	-4	-4
Nn1c(SCC(=O)NCC2CCCO2)nnc1-c1ccc(OC(F)F)cc1 (stereo not given)	-4	/	-0.5	-1.2	3	1.0	-0.2	0	-3
O=C1CCC2(C(=O)O)Sc3ccccc3N12 (stereo not given)	5	-2	-0.1	0.0	-10	/	-0.3	0	3
NC(=O)CSc1nnc(-c2ccc(S(=O)(=O)N3CCCC3)cc2)o1	2	-2	-0.4	0.3	-19	0.0	-0.5	0	21
CCNC(=O)n1cc(-n2cncn2)c(-c2ccccc2)n1	8	1	0.2	-0.8	-4	1.0	-0.4	-1	-1
CCOC(=O)CC(NC(=O)CCc1c(C)nc2ncnn2c1C)c1ccc(C)cc1 (stereo not given)	-8	1	-0.5	0.3	-13	0.6	-0.4	-2	6
c1cc2c(cc1-n1cnnn1)OCO2	6	1	0.1	-0.3	-11	0.2	-0.6	-5	4
Cc1cc(C)nc(-n2nc(C)c(C3(O)C(=O)Nc4ccccc43)c2N)n1 (stereo not given)	-1	3	-1.4	-0.5	1	/	5.0	-2	-3
CC1CCC(NC(=O)C(=O)Nc2ccc3c(c2)OCO3)CC1 (stereo not given)	-8	-9	0.3	-0.9	-14	1.0	-0.2	-5	1
O=C(CSc1nnc(-c2cccnc2)n1C1CCCCC1)NC1CCCC1	-1	-1	-0.6	0.0	-10	/	i	-4	-2
C/C(=N\Nc1ccc([N+](=O)[O-])cc1)c1ccc(O)cc1	-22	7	-1.3	180*	/	6.7	i	-5	-3
Cc1ccc(CC2C(=O)N(c3ccc(F)cc3)C(=O)C2C)cc1 (stereo not given)	6	6	-3.0	-1.7	-17	1.0	0.4	14	-1
CCCCCC/C(C)=C1/SC(=S)NC1=O	18	-4	-2.6	0.0	3	/	-5.9	-2	-4
COc1cccc(CNn2cnnc2)c1OCc1ccc(F)cc1	-6	5	0.5	-0.9	-2	/	i	5	1
COCCN(C(=O)c1ccc(-c2ccc(Cl)cc2)o1)c1c(N)n(Cc2ccccc2)c(=O)[nH]c1=O	10	/	0.1	-0.5	-5	3.3	-0.6	0	1
Cc1cc(-c2nnc(SCC(=O)Nc3nccs3)o2)no1	-4	-2	-1.2	-1.5	78*	0.9	i	-4	-1
CCCOc1cc(CC(=O)NCc2ccco2)ccc1OC	2	9	0.2	-2.0	-3	/	-9.1	-4	-3
N#CC1=C(Nc2ccccc2Cl)SC(c2ccncc2)NC1=O (stereo not given)	/	/	0.4	/	/	0.9	/	-5	6
CC(C)c1cc(NC(=O)CSc2nnc(-c3ccccc3F)n2C)on1	-7	3	-0.1	1.1	-7	/	-0.3	-5	-1
CCOC(=O)c1ccc(N=C2SC(C(=O)Nc3ccc(C(=O)O)cc3)CC(=O)N2Cc2cccs2)cc1 (stereo not given)	16	6	-0.6	0.5	-5	1.7	-2.1	-3	4
C/C(CC(=O)Nc1ccc(Cl)cn1)=N\NC(=O)Cc1cccs1	-4	-1	0.7	-0.7	/	0.2	-0.3	-10	2
COCc1c(C(=O)N/N=C\c2ccccn2)nnn1-c1nonc1N	2	-3	-0.5	0.1	/	-1.5	0.6	7	-4
Cn1c(=O)c2c(=O)cc(NNC(=O)C(C)(C)C)[nH]c2n(C)c1=O	-8	-1	0.5	0.4	-1	/	-0.8	-1	-4
CCO/C=C1/C(=O)N(C)C(=O)c2cc(OC)ccc21	4	0	0.0	-0.8	-15	/	0.3	-1	0
Cc1ccc2c(c1)[nH]c1c(=O)n(CCN3CCNCC3)cnc12	5	-1	-0.2	-0.9	4	/	-12	-1	-12
Cc1ccc2[nH]cc(CCNC(=O)C3CCCO3)c2c1 (stereo not given)	5	-5	1.3	-0.8	0	1.6	0.6	-5	3
Cc1ccc(C(=O)C(C)OC(=O)c2nc(Cl)ccc2Cl)cc1 (stereo not given)	8	-2	-0.3	-1.4	-22	0.7	-0.8	4	5
Cc1ccccc1-c1nn(-c2ccc(F)cc2F)cc1CNCCN(C)C	-1	-1	-1.0	1.0	14	1.4	1.6	-8	4
O=C1c2ccccc2C(=O)N1CCSc1ccccc1	20	2	?	1.3	-34	/	/	?	/
COc1ccc(N(C(=O)Cc2cccs2)C(C(=O)NC2CCCC2)c2ccncc2)cc1OC (stereo not given)	6	4	-0.8	-2.2	-4	-1.1	-0.3	-5	8
CC(C)CN1CC(COCc2ccccc2)Oc2ccccc2S1(=O)=O (stereo not given)	-7	/	-0.6	0.3	1	-0.1	-0.5	1	4
C#CCOCCOCCOCCNc1nc(N2CCN(C(=O)C([C@@H](C)O)n3cc([C@@H](N)CCCCN)nn3)CC2)nc(N2CCN(C(=O)[C@H](CCCCN)n3cc(CN)nn3)CC2)n1 (stereo not given in full)	-22	/	0.2	-0.1	-1	/	i	3	/
O=C1CNC(=S)N1Cc1cccc(Cl)c1	-2	5	-1.6	0.6	-5	1.9	-0.3	-3	0
CC(C)c1nnc(NC(=O)CCC(=O)N2CCN(c3ccc(Cl)cc3)CC2)s1	-7	5	-1.7	0.4	-5	0.7	-1.0	1	1
O=C1CC2(CCCC2)CC(=O)N1CCCCN1CCN(c2ncccn2)CC1	1	-3	-0.2	1.1	-7	1.2	i	0	-8
COCc1nc2ccccc2n1CCOc1ccccc1OC	-2	-3	-0.3	-0.6	1	/	i	2	-4
Cc1nc2c3cc(F)ccc3n(Cc3ccccc3)c2s1	38	-2	-0.9	3.2	3	1.0	i	-2	9
N#Cc1cnc(Oc2ccc(Cl)cc2)nc1N	0	-3	2.7	-0.9	-7	-0.2	-1.0	-24	-3
More compounds follow.
SMILES	Y pestis TopoI	SARS 3CLpro inh	BoNT A protease	PfHsp40 yeast	SSB-PriA inh	TcdB inh	Vc quorum ag	Anthrax LF prot	PrPC surface inh
NC(=O)c1ccc(NC(=O)COC(=O)c2ccc3ccccc3n2)cc1	1	/	0.0	2.0	-1	0.6	i	4	2
CCCCN(CCO)c1ncnc2sc(-c3ccccc3)cc12	0	-5	-3.7	3.3	5	0.9	5.6	16	-5
CC(C)Cn1c(N)c(C(=O)COC(=O)CCc2nc3ccccc3s2)c(=O)n(C)c1=O	1	0	0.6	-0.2	-1	-0.1	-1.3	-2	0
CCn1cc(CN2CCC(n3nccc3NC(=O)c3ccccc3C)CC2)c(C)n1	5	1	-1.5	-1.4	0	1.0	-0.8	2	-12
Nc1cccc(-n2nnnc2CN2CCOCC2)c1	-9	2	0.1	-1.4	2	0.5	-0.9	1	2
CCN(CCCNC(=O)CCC(=O)N1CCOc2ccccc21)Cc1ccccc1	3	-4	-0.7	0.7	3	0.3	i	-4	-5
CCOC(=O)CSc1nccc(N(C)C)c1C#N	-2	-7	-0.4	0.2	-8	/	i	0	-1
CCCCn1c(O)c(C(CC)=NCCc2ccccc2)c(=O)[nH]c1=O	25	4	-0.6	0.7	-9	/	3.4	-4	8
CC(=O)c1cccc(NC(=O)CNC(=O)c2sc3ccccc3c2Cl)c1	12	/	-1.5	-0.6	-6	1.4	-0.3	3	-2
Cc1cccc(C(C)(C)C)c1OCCCCN1CCCC1	-8	1	/	-0.3	-6	/	0.7	/	1

Single records, as listed above. Order of values: Y pestis TopoI | SARS 3CLpro inh | BoNT A protease | PfHsp40 yeast | SSB-PriA inh | TcdB inh | Vc quorum ag | Anthrax LF prot | PrPC surface inh
`CC(C)Cn1c(N)c(C(=O)COC(=O)CCc2nc3ccccc3s2)c(=O)n(C)c1=O` reads 1 | 0 | 0.6 | -0.2 | -1 | -0.1 | -1.3 | -2 | 0
`CCCCn1c(O)c(C(CC)=NCCc2ccccc2)c(=O)[nH]c1=O` reads 25 | 4 | -0.6 | 0.7 | -9 | / | 3.4 | -4 | 8
`NC(=O)c1ccc(NC(=O)COC(=O)c2ccc3ccccc3n2)cc1` reads 1 | / | 0.0 | 2.0 | -1 | 0.6 | i | 4 | 2

A portion of the library, so the mix of outcomes need not match the whole.
